Screens from PubChem.
MEKK2 WT-MEK5 = raises or lowers MEK5 binding to wildtype human MEKK2 PB1 domain | bead flow cytometry, Alexa488-MEK5 binding to MEKK2 WT; actives lie on both sides | binding response (% of control), % at 10 µM | actives 1.1% (n = 290,000); in the data active = binding response below about 67% or above about 130%
OXTR ag = agonists of human oxytocin receptor | P30559 | CHO-OTR cells, Fluo-8 calcium fluorescence; normalized: DMSO 0%, oxytocin 100% | activation, % at 3 µM | actives 0.32% (n = 320,000) | AID 2435;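 active = activation above the mean of all tested compounds plus 3 SD, cutoff set per screening run, cut at about 20% in these data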;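 note: peak over basal fluorescence ratio from a 100 s FLIPR kinetic read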
MEKK2mut PB1 HTS = signal of MEK5 binding to mutant human MEKK2 PB1 domain. percent response, % at 10 µM. actives 0.35% (n = 290,000). bead flow cytometry, Alexa488-MEK5 binding to MEKK2 mutant. AID 1530; in the data active = percent response above about 24%, passing the limit was not always enough; note: inactives centre near 1; some results filed as inactive read as strong as hits; reference of the scale not given here
MEKK3 PB1 HTS = modulators (inhibitors or enhancers) of MEK5 binding to human MEKK3 PB1 domain; Q99759; actives 1.4% (n = 290,000); binding response (% of control), % at 10 µM; AID 1529; bead-based flow cytometry, Alexa488-MEK5 binding to MEKK3; actives lie on both sides; 0 = blocked by unlabeled MEK5, 100 = vehicle;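 active = binding response more than 3 SD above or below the average of its plate-row segment, actives on both sides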;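 note: Alexa488 bead fluorescence after subtracting the streptavidin-only scavenger bead signal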
V1aR counter = V1a receptor agonism, counter-screen for OXTR agonists. CHO-V1R cells, Fluo-8 calcium fluorescence, agonist mode; 0% DMSO, 100% 3 nM vasopressin. activation, % at 3 µM. actives 0.25% (n = 320,000);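 active = activation above the mean activation of all tested compounds plus 3 SD, per screening run, cut at about 20% in these data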;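 note: signal is peak over basal fluorescence ratio across a 100 second FLIPR read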
NALP1 yeast inh = inhibitors of NALP1 inflammasome in yeast. AID 2071. actives 0.61% (n = 280,000). inhibition, % at 10 µM. S. cerevisiae NALP1/ASC/caspase-1 growth, X-gal OD620, 72 h; in the data active = inhibition mostly above about 24%, no sharp cut-off; inactive = mostly below about 32%; note: some compounds called inactive have numbers as strong as hits
PHOSPHO1 inh = PHOSPHO1 (human) inhibition; actives 1.1% (n = 290,000); Q8TCT1; recombinant PHOSPHO1, absorbance phosphatase assay; inhibition, % at 13.3 µM; in the data active = inhibition above about 60%
Target sequence (Q8TCT1 whole entry, looked up): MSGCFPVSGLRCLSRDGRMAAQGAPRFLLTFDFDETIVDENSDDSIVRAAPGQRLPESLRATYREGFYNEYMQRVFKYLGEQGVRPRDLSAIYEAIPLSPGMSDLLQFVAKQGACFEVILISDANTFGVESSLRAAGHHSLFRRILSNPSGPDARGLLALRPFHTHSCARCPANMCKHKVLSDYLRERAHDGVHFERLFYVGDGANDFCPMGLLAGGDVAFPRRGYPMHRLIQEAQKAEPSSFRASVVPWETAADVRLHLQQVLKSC
GPR7 antag = human neuropeptides B/W receptor 1 antagonism. GPR7-expressing cells, fluorescence antagonist assay. inhibition, % at 4.4 µM. actives 1.1% (n = 290,000). AID 1861; in the data active = inhibition above about 16%, passing the limit was not always enough;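 note: cells stimulated with the agonist NPW; 0% = agonist with vehicle and 100% = vehicle without agonist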
Target sequence (P48145 whole entry, looked up): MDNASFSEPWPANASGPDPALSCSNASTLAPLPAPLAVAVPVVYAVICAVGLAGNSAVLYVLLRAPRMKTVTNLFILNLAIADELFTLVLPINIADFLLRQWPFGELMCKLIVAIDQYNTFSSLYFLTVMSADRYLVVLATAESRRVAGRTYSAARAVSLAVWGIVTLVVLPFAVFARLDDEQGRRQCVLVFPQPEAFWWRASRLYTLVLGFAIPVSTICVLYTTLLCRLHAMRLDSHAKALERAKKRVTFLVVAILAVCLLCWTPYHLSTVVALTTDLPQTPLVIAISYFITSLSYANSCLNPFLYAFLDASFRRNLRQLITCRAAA
GalR3 antagonist = human GalR3 antagonism. O60755. actives 0.44% (n = 360,000). HEK293 GalR3-CNG cAMP membrane potential fluorescence; galR3 body fused to GalR1 C-terminus. inhibition, % at 3 µM. AID 651719;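 active = inhibition above the screen-wide average plus 3 SD, cut at about 13% in these data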;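 note: forskolin and galanin both at EC90 stimulate the cells; cAMP rise reported by CNG channel membrane potential dye signal; 0% = forskolin plus galanin with DMSO and 100% = forskolin alone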
Target sequence (O60755 1-299 limits assumed): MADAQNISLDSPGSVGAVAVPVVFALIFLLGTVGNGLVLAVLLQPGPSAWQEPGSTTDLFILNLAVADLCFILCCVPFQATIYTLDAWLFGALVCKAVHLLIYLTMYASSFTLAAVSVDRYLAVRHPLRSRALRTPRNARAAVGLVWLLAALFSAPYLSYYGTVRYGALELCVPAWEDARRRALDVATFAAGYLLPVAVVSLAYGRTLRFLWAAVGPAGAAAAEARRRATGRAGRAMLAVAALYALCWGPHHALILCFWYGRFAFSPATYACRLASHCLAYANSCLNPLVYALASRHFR
The depositor's hits bear a star; [ ] = another dose, or the depositor's remark.

`COc1cc2[nH]c(=S)nc(NCc3cccs3)c2cc1OC` gave MEKK2 WT-MEK5 101, OXTR ag 0.8, MEKK2mut PB1 HTS 7, MEKK3 PB1 HTS 100, V1aR counter 1.0, NALP1 yeast inh 11, PHOSPHO1 inh -4, GPR7 antag -2 and GalR3 antagonist -2.
`Cc1c(C(=O)NCc2ccc3c(c2)cc(C)n3C)cccc1[N+](=O)[O-]` gave MEKK2 WT-MEK5 89, OXTR ag -0.2, MEKK2mut PB1 HTS -5, MEKK3 PB1 HTS 73*[inhibitor], V1aR counter 1.4, NALP1 yeast inh 29, PHOSPHO1 inh 1 and GPR7 antag -22.
CCCOc1cc(N(CC)CC)ccc1/C=C(/C#N)c1nc2ccc(C)cc2[nH]1 was read as MEKK2 WT-MEK5 57*, OXTR ag 33*, MEKK2mut PB1 HTS 87*, MEKK3 PB1 HTS 111, V1aR counter 27*, NALP1 yeast inh 0, PHOSPHO1 inh 59, GPR7 antag 20 and GalR3 antagonist -7.
CCN(CC)C(=S)SCC(=O)c1ccc(F)cc1 was read as MEKK2 WT-MEK5 100, OXTR ag -2.4, MEKK2mut PB1 HTS -1, MEKK3 PB1 HTS 94, V1aR counter -1.3, NALP1 yeast inh -9, PHOSPHO1 inh 24, GPR7 antag -8 and GalR3 antagonist -1.
CC1CC1C(=O)OCC(=O)NCc1ccc(Cl)cc1 (configuration not stated) was read as MEKK2 WT-MEK5 108, OXTR ag -2.2, MEKK2mut PB1 HTS 4, MEKK3 PB1 HTS 106, V1aR counter -1.2, NALP1 yeast inh 2, PHOSPHO1 inh 5, GPR7 antag -1 and GalR3 antagonist -5.
`CC(NC(=O)C1CCCN(S(=O)(=O)c2cccc3nonc23)C1)c1ccccc1` (configuration not stated) gave MEKK2 WT-MEK5 103, OXTR ag 0.3, MEKK2mut PB1 HTS 0, MEKK3 PB1 HTS 105, V1aR counter 1.5, NALP1 yeast inh -8, PHOSPHO1 inh 2, GPR7 antag -1 and GalR3 antagonist -3.
Screening Cc1cc(C(=O)N2CCc3ccccc3C2)no1 returned MEKK2 WT-MEK5 98, OXTR ag 0.1, MEKK2mut PB1 HTS 5, MEKK3 PB1 HTS 94, V1aR counter -0.2, NALP1 yeast inh 5, PHOSPHO1 inh 41, GPR7 antag -1 and GalR3 antagonist -4.
Screening N=c1n(CCO)c2ccccc2n1CCN1CCCCC1 returned MEKK2 WT-MEK5 98, OXTR ag 0.9, MEKK2mut PB1 HTS -6, MEKK3 PB1 HTS 104, V1aR counter 1.2, NALP1 yeast inh 8, PHOSPHO1 inh -11, GPR7 antag -2 and GalR3 antagonist -4.
Screening COc1ccc(CCNC(=S)N2CCC(C(=O)c3ccc(F)cc3)CC2)cc1OC returned MEKK2 WT-MEK5 92, OXTR ag 8.4, MEKK2mut PB1 HTS -2, MEKK3 PB1 HTS 83, V1aR counter 6.9, NALP1 yeast inh 1, PHOSPHO1 inh -63, GPR7 antag 6 and GalR3 antagonist -3.
`COc1ccc(NC(=O)C2C(c3ccccc3)C2(Cl)Cl)cc1` (configuration not stated) gave MEKK2 WT-MEK5 97, OXTR ag -3.0, MEKK2mut PB1 HTS -6, MEKK3 PB1 HTS 93, V1aR counter -1.5, NALP1 yeast inh 0, PHOSPHO1 inh 3, GPR7 antag -14 and GalR3 antagonist -1.
C=CCN(CC=C)S(=O)(=O)c1ccc(C(=O)Nc2sc3c(c2C(N)=O)CCCCC3)cc1 was read as MEKK2 WT-MEK5 91, OXTR ag -1.3, MEKK2mut PB1 HTS -2, MEKK3 PB1 HTS 66*[inhibitor], V1aR counter -0.7, NALP1 yeast inh 17, PHOSPHO1 inh -22, GPR7 antag -2 and GalR3 antagonist -11.
For Nc1ccc(C(=O)OCc2csc(-c3ccccc3)n2)cc1[N+](=O)[O-] the results were MEKK2 WT-MEK5 97, OXTR ag 0.5, MEKK2mut PB1 HTS 1, MEKK3 PB1 HTS 95, V1aR counter 0.8, NALP1 yeast inh 42, PHOSPHO1 inh -4, GPR7 antag -14 and GalR3 antagonist -4.
`COc1ccc2c(c1)[nH]c1c(=O)n(N)cnc12` gave MEKK2 WT-MEK5 100, OXTR ag -0.1, MEKK2mut PB1 HTS -1, MEKK3 PB1 HTS 113, V1aR counter 0.0, NALP1 yeast inh 13, PHOSPHO1 inh 8, GPR7 antag 0 and GalR3 antagonist -2.
For O=C(Cc1ccc([N+](=O)[O-])cc1)NC(C(=O)O)C(O)c1cccc([N+](=O)[O-])c1 (configuration not stated) the results were MEKK2 WT-MEK5 106, OXTR ag -0.1, MEKK2mut PB1 HTS 14, MEKK3 PB1 HTS 105, V1aR counter 0.2, NALP1 yeast inh -4, PHOSPHO1 inh 35, GPR7 antag -17 and GalR3 antagonist -8.
`C/C(=N\Nc1nc(C(C)(C)C)cs1)c1ccc(O)cc1` gave MEKK2 WT-MEK5 101, OXTR ag 0.7, MEKK2mut PB1 HTS 10, MEKK3 PB1 HTS 98, V1aR counter 0.7, NALP1 yeast inh 14, PHOSPHO1 inh 9, GPR7 antag -17 and GalR3 antagonist -8.
`O=C(NNc1nc2ccccc2nc1C(F)(F)F)c1ccccc1` gave MEKK2 WT-MEK5 103, OXTR ag -0.6, MEKK2mut PB1 HTS 3, MEKK3 PB1 HTS 90, V1aR counter -0.7, NALP1 yeast inh 6, PHOSPHO1 inh 40, GPR7 antag -5 and GalR3 antagonist 0.
For COc1ccc(C2CC(=O)NC3=C2C(=O)CCC3)cc1Cl (configuration not stated) the results were MEKK2 WT-MEK5 103, OXTR ag 0.7, MEKK2mut PB1 HTS 14, MEKK3 PB1 HTS 107, V1aR counter -0.1, NALP1 yeast inh 0, PHOSPHO1 inh 40, GPR7 antag -4 and GalR3 antagonist 3.
`COc1cccc(C(=O)NNC(=O)c2sccc2-n2cccc2)c1` gave MEKK2 WT-MEK5 95, OXTR ag -0.5, MEKK2mut PB1 HTS -7, MEKK3 PB1 HTS 106, V1aR counter 0.2, NALP1 yeast inh 0, PHOSPHO1 inh 34, GPR7 antag -7 and GalR3 antagonist 0.
For CC(Oc1ccc(Cl)cc1Cl)C(=O)NN=C1CCN(C)CC1 (configuration not stated) the results were MEKK2 WT-MEK5 97, OXTR ag -0.1, MEKK2mut PB1 HTS -2, MEKK3 PB1 HTS 96, V1aR counter 0.2, NALP1 yeast inh 4, PHOSPHO1 inh 20, GPR7 antag 2 and GalR3 antagonist -4.
For O=C(NCCCN1CCOCC1)C1CCN(S(=O)(=O)c2c(Cl)cccc2Cl)CC1 the results were MEKK2 WT-MEK5 98, OXTR ag -0.1, MEKK2mut PB1 HTS -4, MEKK3 PB1 HTS 101, V1aR counter 0.6, NALP1 yeast inh 21, PHOSPHO1 inh -24, GPR7 antag 1 and GalR3 antagonist 1.
For C=C(C)CNC(=S)N/N=C/c1ccc(NC(C)=O)cc1 the results were MEKK2 WT-MEK5 105, OXTR ag 5.8, MEKK2mut PB1 HTS 4, MEKK3 PB1 HTS 111, V1aR counter 0.0, NALP1 yeast inh 2, PHOSPHO1 inh -3, GPR7 antag 4 and GalR3 antagonist -3.
For CC(=O)N1CCN(c2c(F)c(F)c(C(F)(F)F)c(F)c2F)CC1 the results were MEKK2 WT-MEK5 99, MEKK2mut PB1 HTS 3, MEKK3 PB1 HTS 105, NALP1 yeast inh -6, PHOSPHO1 inh -12, GPR7 antag -4 and GalR3 antagonist -7.
For CC(C)CN(C)C(=O)CCc1nnc(Cc2cccc(C(F)(F)F)c2)o1 the results were MEKK2 WT-MEK5 102, OXTR ag -1.5, MEKK2mut PB1 HTS 2, MEKK3 PB1 HTS 104, V1aR counter -0.3, NALP1 yeast inh -6, PHOSPHO1 inh 27, GPR7 antag -17 and GalR3 antagonist -1.
For COc1ccc(C2=CC(c3ccc(OC)c(OC)c3)n3nnnc3N2)c(OC)c1 (configuration not stated) the results were MEKK2 WT-MEK5 96, OXTR ag -1.2, MEKK2mut PB1 HTS 0, MEKK3 PB1 HTS 98, V1aR counter 0.2, NALP1 yeast inh -6, PHOSPHO1 inh 27, GPR7 antag 0 and GalR3 antagonist -4.
For CCN(Cc1ccccc1)S(=O)(=O)c1ccc(C(=O)N2CCN(c3nc4ccccc4s3)CC2)cc1 the results were MEKK2 WT-MEK5 102, OXTR ag 2.1, MEKK2mut PB1 HTS 3, MEKK3 PB1 HTS 101, V1aR counter 3.0, NALP1 yeast inh 35, PHOSPHO1 inh -41, GPR7 antag 3 and GalR3 antagonist 0.
`CCc1ccc2nc(N(CCCN(C)C)C(=O)c3ccc(C(=O)c4ccccc4)cc3)sc2c1` gave MEKK2 WT-MEK5 186*, OXTR ag 4.4, MEKK2mut PB1 HTS 32*, MEKK3 PB1 HTS 104, V1aR counter 2.0, NALP1 yeast inh 29, PHOSPHO1 inh 32, GPR7 antag 3 and GalR3 antagonist -2.
COc1ccc(OC)c(C2C(C#N)=C(N)Oc3cc(C)[nH]c(=O)c32)c1 (configuration not stated) was read as OXTR ag 2.9, V1aR counter 0.6, NALP1 yeast inh 18, PHOSPHO1 inh -16, GPR7 antag 7 and GalR3 antagonist -3.
For CCCOC(=O)c1cccc(Nc2nc(-c3cccnc3)nc3ccccc23)c1 the results were MEKK2 WT-MEK5 126, OXTR ag -1.5, MEKK2mut PB1 HTS 7, MEKK3 PB1 HTS 104, V1aR counter 0.3, NALP1 yeast inh 26, PHOSPHO1 inh -48, GPR7 antag -13 and GalR3 antagonist -1.
For COC(=O)c1cc(C(=O)NCCN2C(=O)S/C(=C\c3cccs3)C2=O)cc([N+](=O)[O-])c1 the results were MEKK2 WT-MEK5 102, OXTR ag -0.5, MEKK2mut PB1 HTS -1, MEKK3 PB1 HTS 104, V1aR counter -0.2, PHOSPHO1 inh -39, GPR7 antag -1 and GalR3 antagonist -3.
O=C(O)CC1(CC(=O)N2CCC(C(=O)O)CC2)CCCC1 was read as MEKK2 WT-MEK5 103, OXTR ag -1.1, MEKK2mut PB1 HTS 3, MEKK3 PB1 HTS 102, V1aR counter -0.5, NALP1 yeast inh 10, PHOSPHO1 inh 28, GPR7 antag -16 and GalR3 antagonist -5.

Four compounds out of the list, sorted by molar mass, rising.
For C=C(C)CNC(=S)N/N=C/c1ccc(NC(C)=O)cc1 the results were MEKK2 WT-MEK5 105, OXTR ag 5.8, MEKK2mut PB1 HTS 4, MEKK3 PB1 HTS 111, V1aR counter 0.0, NALP1 yeast inh 2, PHOSPHO1 inh -3, GPR7 antag 4 and GalR3 antagonist -3.
For CC(Oc1ccc(Cl)cc1Cl)C(=O)NN=C1CCN(C)CC1 (configuration not stated) the results were MEKK2 WT-MEK5 97, OXTR ag -0.1, MEKK2mut PB1 HTS -2, MEKK3 PB1 HTS 96, V1aR counter 0.2, NALP1 yeast inh 4, PHOSPHO1 inh 20, GPR7 antag 2 and GalR3 antagonist -4.
For COc1ccc(C2=CC(c3ccc(OC)c(OC)c3)n3nnnc3N2)c(OC)c1 (configuration not stated) the results were MEKK2 WT-MEK5 96, OXTR ag -1.2, MEKK2mut PB1 HTS 0, MEKK3 PB1 HTS 98, V1aR counter 0.2, NALP1 yeast inh -6, PHOSPHO1 inh 27, GPR7 antag 0 and GalR3 antagonist -4.
For CCN(Cc1ccccc1)S(=O)(=O)c1ccc(C(=O)N2CCN(c3nc4ccccc4s3)CC2)cc1 the results were MEKK2 WT-MEK5 102, OXTR ag 2.1, MEKK2mut PB1 HTS 3, MEKK3 PB1 HTS 101, V1aR counter 3.0, NALP1 yeast inh 35, PHOSPHO1 inh -41, GPR7 antag 3 and GalR3 antagonist 0.

Compounds were not picked by outcome; overall some 5.4% were active at least once.
